RAD52 inh – inhibitors of human RAD52 DNA annealing; P43351; recombinant RAD52 DNA annealing, FRET fluorescence; inhibition, % at 18.7 µM; actives 0.46% (n = 360,000);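 active = every replicate showing at least 50% inhibition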
ARNT TACC3 PPI – disrupts binding between human ARNT and TACC3; Q9Y6A5; AlphaScreen His-ARNT PAS-B/GST-TACC3 binding, luminescence; TACC3 fragment carries E629A point mutation; inhibition, % at 9.99 µM; actives 0.66% (n = 390,000); AID 623870;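 active = mean inhibition of replicates at least 50% and at least half of replicates each reaching 50%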;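 also: 0% = complete ARNT plus TACC3 wells and 100% = ARNT alone without TACC3; many hits fall short of the cut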
E-sel inducer – E-selectin induction on HUVECs; P16581; HUVEC E-selectin immunofluorescence imaging; normalized: neutral wells 0, TNF-alpha wells 100; activation, % at 7.58 µM; actives 0.37% (n = 260,000); AID 686992;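 active = mean E-selectin-positive cell signal at least 10% of the positive control, reached in at least 60% of replicates, without over 20% cell loss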;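 also: in these data hits start at about 27%; measured in HUVEC primary endothelial cells; signal is the percent of cells scored E-selectin positive by PE staining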
Target sequence (P16581 whole entry, looked up): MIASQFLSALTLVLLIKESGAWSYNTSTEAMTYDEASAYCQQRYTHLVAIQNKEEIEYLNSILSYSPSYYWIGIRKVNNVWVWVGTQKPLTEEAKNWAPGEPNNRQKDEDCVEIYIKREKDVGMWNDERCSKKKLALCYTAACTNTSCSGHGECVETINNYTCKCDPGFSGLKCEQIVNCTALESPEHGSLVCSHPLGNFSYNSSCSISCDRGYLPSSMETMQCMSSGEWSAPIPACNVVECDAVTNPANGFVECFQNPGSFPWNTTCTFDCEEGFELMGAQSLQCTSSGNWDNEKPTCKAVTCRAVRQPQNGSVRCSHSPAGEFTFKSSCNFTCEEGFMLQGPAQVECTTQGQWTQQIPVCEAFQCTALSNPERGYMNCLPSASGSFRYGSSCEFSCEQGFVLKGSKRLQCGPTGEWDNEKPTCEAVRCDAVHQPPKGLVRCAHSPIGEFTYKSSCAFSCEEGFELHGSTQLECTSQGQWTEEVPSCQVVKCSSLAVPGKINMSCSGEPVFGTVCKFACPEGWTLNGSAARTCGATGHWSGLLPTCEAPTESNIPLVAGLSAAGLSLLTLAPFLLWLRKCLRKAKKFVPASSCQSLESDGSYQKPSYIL
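assay system = HUVEC, human umbilical vein endothelial cells | input = 3,000 HUVEC seeded per well | medium = EGM-2 growth medium on 0.1% gelatin-coated wells | dosing = one compound dose added by pin transfer | signal = immunofluorescence imaging | read-out basis = % PE-positive cells | control set = TNF-alpha, DMSO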
ERp5 block – ERp5 (human) disulfide isomerase inhibition; inhibition, % at 9.99 µM; actives 0.05% (n = 350,000); ERp5 insulin aggregation, absorbance 650 nm, 90 min;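 active = mean replicate inhibition above about 25%, with every replicate also reaching it, limit read from the data, passing the limit was not always enough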
Target sequence (Q15084 whole entry, looked up): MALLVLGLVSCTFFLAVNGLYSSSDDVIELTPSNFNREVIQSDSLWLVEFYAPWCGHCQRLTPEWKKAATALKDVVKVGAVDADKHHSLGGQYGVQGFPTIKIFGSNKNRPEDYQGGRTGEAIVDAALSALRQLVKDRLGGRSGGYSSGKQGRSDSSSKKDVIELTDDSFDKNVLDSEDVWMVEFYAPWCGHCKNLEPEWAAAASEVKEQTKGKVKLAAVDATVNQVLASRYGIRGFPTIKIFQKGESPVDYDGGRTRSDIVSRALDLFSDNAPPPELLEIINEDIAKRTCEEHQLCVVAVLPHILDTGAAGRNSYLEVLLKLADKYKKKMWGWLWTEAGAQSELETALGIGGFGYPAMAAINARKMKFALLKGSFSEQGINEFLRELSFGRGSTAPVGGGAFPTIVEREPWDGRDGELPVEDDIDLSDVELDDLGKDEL
RAD54 branch – blocks human RAD54 Holliday junction branch migration; Q92698; FAM/BHQ fluorescence; inhibition, % at 10.4 µM; actives 0.14% (n = 360,000);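 active = mean normalized replicate activity at least 40 and at least half of replicates scoring 40 or more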;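 also: 0% = median of neutral control wells and 100% = median of positive control wells; inhibitors cause a drop in the FAM fluorescence signal; in these data hits start at about 50%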
PglD DTNB – inhibitors of Campylobacter jejuni PglD acetyltransferase | purified PglD enzyme, DTNB colorimetric CoA detection | inhibition, % at 12.5 µM | actives 0.098% (n = 360,000); in the data active = inhibition above about 16%, passing the limit was not always enough; also: strong numbers were not always called active
CASP6 VEID inh – caspase-6 (human) enzyme inhibition | inhibition, % at 12.5 µM | P55212 | purified caspase-6, Z-VEID-R110 cleavage fluorescence | actives 0.53% (n = 350,000);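 active = mean inhibition across replicates at least about 35%, with every replicate also reaching that limit, limit read from the data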;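 also: 0% = median of neutral control wells and 100% = no fluorescence left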
esBAF inh – SWI/SNF esBAF complex inhibition. reporter increase, % at 12.5 µM. actives 2% (n = 350,000). mouse ES cells, Bmi1-luciferase knock-in reporter, 24 h; 100% = twice the neutral-well signal. AID 602393; in the data active = activation above about 40%;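 also: 0% = median of the plate's neutral control wells and 100% = double that signal; a rise in the Bmi1 reporter signal indicates esBAF inhibition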
Active calls of the source: *; / = no result given. Rows were taken by chance; 3.2% or so of the library scored in one or more.

SMILES	RAD52 inh	ARNT TACC3 PPI	E-sel inducer	ERp5 block	RAD54 branch	PglD DTNB	CASP6 VEID inh	esBAF inh
O=P(NCc1ccccc1)(OCc1ccccc1)OCc1ccccc1	-4.7	-0.1	-0.3	-5.4	/	/	2.7	/
C[C@@H]1CN([C@@H](C)CO)C(=O)c2cccc(NC(=O)c3ccc(-c4nccs4)cc3)c2O[C@@H]1CN(C)S(=O)(=O)c1cn(C)cn1	-3.4	-2.5	-0.1	-4.1	1.3	-1.3	2.0	-0.4
COc1cccc(-c2nc(N3CC(C)CC(C)C3)c3ccccc3n2)c1O (stereo not given)	/	3.7	/	/	5.9	3.0	/	3.4
C=CCN1C(=O)C(CC(=O)Nc2ccccc2)N(Cc2ccccn2)C1=S (stereo not given)	-3.6	5.5	0.2	2.1	6.6	-0.7	1.0	2.4
NC(=O)Cc1ccc(C(=O)c2ccccc2)s1	-6.3	2.5	/	-10.6	4.7	-20.4	3.5	7.7
Cc1cc(Cl)ccc1NC(=O)C1COc2ccccc2O1 (stereo not given)	-6.1	-6.1	2.0	4.5	7.8	4.7	19.6	29.7
CC1(C(=O)NS(=O)(=O)c2ccc(Cl)cc2)CCN1C(=O)Cc1ccc(Cl)cc1Cl (stereo not given)	-8.5	/	-0.1	4.0	-0.6	0.7	-2.4	0.7
CC1(C)Oc2ccc3ccc(=O)oc3c2C[C@H]1O	-6.1	1.3	-0.3	0.2	4.7	5.8	-1.0	-1.3
O=C(CSCc1nc2c(nnn2Cc2ccc(F)cc2)c(=O)[nH]1)Nc1cccc(C(F)(F)F)c1	-229.3	-8.8	1.3	0.9	/	/	1.9	0.4
CC(=O)Nc1ccc(SCC(=O)OCC(=O)NC(=O)NCc2ccco2)cc1	/	-5.4	/	/	11.6	-4.9	/	-6.3
CC(=O)c1cc(-c2ccc(F)cc2)n(CC(=O)NCc2cccs2)c1C	/	-4.5	/	/	-9.2	9.0	/	9.6
Cc1cccc(CN2CCN(C(=O)CN(C)C(C)C(=O)Nc3ccc(C(N)=O)cc3)CC2)c1 (stereo not given)	-7.0	-11.0	0.0	-3.2	-10.6	-2.0	1.0	1.8
CCn1c(=O)c2[nH]c(SC)nc2n(CC)c1=O	-18.8	/	/	-16.2	-11.9	-0.5	-2.6	-7.7
COc1ccc(S(=O)(=O)N(c2onc(C)c2Cl)S(=O)(=O)c2ccc(OC)cc2)cc1	/	0.8	0.2	/	-2.1	-4.0	/	/
CCN(CC)C(=O)c1cccc(-c2csc(C(O)c3cccc(OC)c3)n2)c1 (stereo not given)	-29.1	/	0.0	2.5	7.8	-3.0	0.2	1.4
CCCCC[C@H](O)/C=C/[C@@H]1[C@@H](CCCCCCC(=O)O)[C@@H](O)C[C@H]1O	/	-4.0	/	/	-4.7	-3.3	/	-6.1
CCCCN(C(=O)Cn1nnc2ccccc21)C(C(=O)NCCOC)c1ccc(OC)cc1OC (stereo not given)	/	3.7	/	/	-0.2	1.9	/	-2.4
COc1ccccc1C(CNC(=O)C1COc2ccccc2O1)N1CCCC1 (stereo not given)	-92.8	/	-1.3	4.8	-20.7	-1.8	1.9	-0.9
COc1cc(-c2nc3ccccn3c2/N=C/c2cccc(OC)c2O)ccc1O	4.3	/	0.3	1.7	/	/	1.8	/
CC1CC(C)CN(C(=O)/C=C/c2ccc(S(=O)(=O)N3CCOCC3)cc2)C1 (stereo not given)	-13.9	0.1	0.9	-1.4	17.2	-1.1	-1.1	2.5
O=C1CC/C=C\C[C@@H](CC(=O)N(CCO)Cc2ccccc2)C(=O)N2CCC[C@H]2CO1	-6.2	9.0	0.1	1.2	-14.5	2.8	-0.6	-0.5
OCCC1CN(Cc2cccc3nonc23)CCN1Cc1ccsc1 (stereo not given)	-0.9	11.2	-0.2	-3.7	-2.8	1.2	2.3	-9.9
CC(=O)Nc1ccc(NS(=O)(=O)c2cc([N+](=O)[O-])ccc2C)cc1	-6.6	1.2	0.8	5.0	/	/	1.1	/
C[C@@H]1CN([C@H](C)CO)C(=O)c2cc(NS(=O)(=O)c3cn(C)cn3)ccc2O[C@@H](C)CCCCO[C@@H]1CN(C)C(=O)C1CCCCC1	17.7	-23.9	-0.2	-5.3	1.6	2.2	-1.6	-5.3
CO[C@H]1CN(C)C(=O)c2ccc(NC(=O)c3ccc(-c4ccccc4)cc3)cc2OC[C@@H](C)NC[C@H]1C	40.1	5.5	-0.1	-1.7	18.0	-36.4	/	-3.2
Cc1ccccc1NC(=O)c1ccccc1-c1ccccc1	-8.6	10.1	0.3	3.3	4.0	1.4	0.3	-8.3
C[C@@H]1CN([C@H](C)CO)C(=O)c2cc(NC(=O)C3CCCCC3)ccc2O[C@@H]1CN(C)Cc1ccc2c(c1)OCO2	6.2	2.4	0.1	2.0	7.0	-0.8	1.5	-1.7
CSc1nnc(CNC(=O)c2ccccc2)n1-c1ccc(F)cc1	-4.1	1.8	0.2	4.7	-9.0	0.9	-2.3	-4.7
Nc1ccccc1SC(C[N+](=O)[O-])c1ccccc1 (stereo not given)	/	1.1	/	/	-5.3	-1.1	/	10.7
CCCCCC(=O)Nc1cccc2ccccc12	-10.0	-2.2	/	2.2	/	/	-0.2	/
CCc1ccccc1Nc1nc(N)nc(CSCC(=O)Nc2ccc(C)c(C)c2)n1	-21.5	8.2	/	0.0	8.2	7.1	1.3	/
O=C(Nc1ccnn1C1CCN(C(=O)c2cccnc2)CC1)c1cccc(F)c1	-0.5	/	0.2	3.3	-4.4	1.4	-1.0	5.7
COc1ccc(C(=O)Nc2cccc(NC(C)=O)c2)cc1	-8.5	/	/	2.1	-4.7	5.8	-3.3	25.4
COc1cccc(C2CC(c3cccc(OC)c3)n3nc(N)nc3N2)c1 (stereo not given)	-19.9	8.6	-0.1	0.1	11.5	-1.7	2.0	17.2
COc1ccc(C(=O)NCCn2cc(SCC(=O)Nc3cc(C)on3)c3ccccc32)cc1OC	/	24.3	/	/	-2.4	-1.9	/	-5.1
O=C(N[C@H]1CC[C@H](CCNC(=O)c2ccccc2F)O[C@@H]1CO)c1ccc2c(c1)OCO2	-33.4	1.4	-0.4	-10.7	2.9	-0.4	-2.1	1.6
COCC(=O)Nc1ccc(N2CCOCC2)c(S(=O)(=O)Nc2ccc(OC)cc2)c1	-16.1	4.7	-0.8	4.6	-4.1	-2.1	-0.5	3.9
CC(C)c1cn(CC[C@@H]2CC[C@H](NS(=O)(=O)Cc3ccccc3)[C@@H](CO)O2)nn1	-4.9	-32.1	0.0	-2.4	-7.2	3.3	-0.5	-2.3
CCC(=O)Nc1cc(=O)[nH]c2nc(-c3ccc(Cl)cc3)nn12	-14.3	8.4	0.0	1.7	-0.5	6.4	-0.1	1.5
COCCCNc1nc2ccccc2nc1NS(=O)(=O)c1ccc(OC)cc1	-3.9	-0.4	/	17.5	-14.0	5.0	1.2	-4.5
COCC(=O)N(C)C[C@@H]1Oc2cc(C#CC(C)C)ccc2S(=O)(=O)N([C@@H](C)CO)C[C@H]1C	/	2.4	-4.2	/	-5.6	3.6	/	1.0
Cc1ccc(-c2sc(-c3ccccc3)nc2CC(=O)Nc2ccccc2F)cc1	11.8	-0.6	-0.5	-3.2	-4.3	-10.0	2.2	-7.4
COc1ccc(N2C(=O)CC(Sc3nccc(C)n3)C2=O)c(OC)c1 (stereo not given)	1.5	/	0.4	-1.7	-1.9	-3.0	-0.2	-5.2
COCCNC(=O)[C@H]1N2C(=O)c3c(ccc(OC)c3OC)C2SC1(C)C (stereo not given in full)	-6.6	-3.7	0.0	-0.6	-3.0	-5.6	2.0	-1.7
COc1cc2cc(CCCOC(=O)CCC(=O)O)oc(=O)c2cc1OC	-5.9	3.2	0.2	3.8	3.7	2.1	-0.7	-7.1

Quoted at random: 2 compounds from above.
SMILES	RAD52 inh	ARNT TACC3 PPI	E-sel inducer	ERp5 block	RAD54 branch	PglD DTNB	CASP6 VEID inh	esBAF inh
Cc1cccc(CN2CCN(C(=O)CN(C)C(C)C(=O)Nc3ccc(C(N)=O)cc3)CC2)c1 (stereo not given)	-7.0	-11.0	0.0	-3.2	-10.6	-2.0	1.0	1.8
CSc1nnc(CNC(=O)c2ccccc2)n1-c1ccc(F)cc1	-4.1	1.8	0.2	4.7	-9.0	0.9	-2.3	-4.7

Four entries already listed, ordered by the value under ARNT TACC3 PPI, largest number first.
smiles	ARNT TACC3 PPI
COc1cccc(-c2nc(N3CC(C)CC(C)C3)c3ccccc3n2)c1O (stereo not given)	3.7
COCCNC(=O)[C@H]1N2C(=O)c3c(ccc(OC)c3OC)C2SC1(C)C (stereo not given in full)	-3.7
CCCCC[C@H](O)/C=C/[C@@H]1[C@@H](CCCCCCC(=O)O)[C@@H](O)C[C@H]1O	-4.0
CC(=O)Nc1ccc(SCC(=O)OCC(=O)NC(=O)NCc2ccco2)cc1	-5.4

Next structures follow:
SMILES	RAD52 inh	ARNT TACC3 PPI	E-sel inducer	ERp5 block	RAD54 branch	PglD DTNB	CASP6 VEID inh	esBAF inh
O=C(Cc1ncc(C(F)(F)F)cc1Cl)N1CCN(c2ccccn2)CC1	/	-1.3	/	/	5.0	2.1	/	0.5
COCC#Cc1ccc([C@@H]2[C@@H](CO)N3C(=O)CN(C(=O)C4CCC4)C[C@H]23)cc1	-20.7	/	0.0	2.1	/	/	0.6	/
COc1ccc2oc(=O)c(C(=O)Nc3cccc(C(C)=O)c3)cc2c1	-11.3	1.5	-0.1	4.8	-3.6	-3.4	-1.9	38.1
COc1ccccc1NC(=O)Cn1cnc2c(oc3nc4c(cc32)CCCC4)c1=O	-7.6	-0.1	-1.0	-0.9	0.3	3.8	0.7	-7.0
O=c1[nH]c2ccc([N+](=O)[O-])cc2[nH]1	-5.3	-2.3	/	1.7	9.1	-7.0	1.6	/
NS(=O)(=O)c1cccc(NC(=O)c2cncc(Br)c2)c1	-7.2	1.3	0.2	5.5	-26.0	1.6	-2.1	4.2
O=C(c1ccc(CSCc2ccccc2F)o1)N1CCN(c2ccc(N3CCOCC3)nn2)CC1	-4.1	8.6	-0.2	-4.0	-0.1	10.7	6.7	-8.4
O=C1CCC[C@@H]2[C@H](Cc3ccccc3)[C@@H](O)C[C@@H]3CCN1[C@@H]32	1.8	-8.4	-0.2	-1.7	3.6	-4.9	-3.5	-1.6
Cc1ccc(Nc2nnc(SCC(O)=C(C#N)c3nc4ccccc4[nH]3)s2)c(C)c1	-6.9	-1.8	/	-2.7	/	/	-2.9	/
CCCN(CC(=O)Nc1ccccc1C)C(=O)Cc1n[nH]c(=O)c2ccccc12	7.0	1.6	-0.6	-3.1	-3.9	-6.7	1.9	-5.6
COc1ccc(C(=O)NCCCc2ccccc2)cc1	-8.0	/	/	3.7	-0.2	-0.6	-0.5	/
COC(=O)C[C@@H]1C=C[C@H](NC(=O)c2cnccn2)[C@@H](CO)O1	1.1	/	5.0	1.6	/	/	7.8	/
COc1ccc(Br)cc1C(=O)Nc1ccc(C(=O)NCC(C)C)cc1	-2.4	10.2	0.5	7.7	-2.2	-0.9	4.7	-11.6
CC(=O)N1CC2(C1)[C@H](c1ccccc1)[C@H](CO)N2S(=O)(=O)c1ccccc1	11.9	/	0.3	1.9	/	/	1.3	/
CCCOc1ccc(/C=C/C(=O)Nc2ccc([N+](=O)[O-])cc2)cc1	/	-12.6	/	/	4.4	-1.9	/	5.2
C[C@@H]1CN([C@@H](C)CO)C(=O)Cc2cc(NC(=O)CCN3CCOCC3)ccc2O[C@@H]1CN(C)Cc1ccc(Cl)c(Cl)c1	3.5	-4.7	-5.9	6.7	-10.6	-2.1	-0.6	-1.4
CN1C(=O)c2cc(NS(=O)(=O)c3cccc(F)c3)ccc2OC[C@H]2O[C@H](CC(=O)NCCN3CCCCC3)CC[C@H]21	7.2	-7.1	-0.2	-1.1	7.6	-3.5	1.5	0.2

Individual results from above:
COC(=O)C[C@@H]1C=C[C@H](NC(=O)c2cnccn2)[C@@H](CO)O1 – E-sel inducer = 5.0
COCC#Cc1ccc([C@@H]2[C@@H](CO)N3C(=O)CN(C(=O)C4CCC4)C[C@H]23)cc1 – RAD52 inh = -20.7

Screens: PubChem, Broad Institute
